C2C12 statin: suppressors of simvastatin-induced myotoxicity in C2C12 myotubes; ATP luminescence, 48 h; scaled: DMSO 0, geranylgeraniol control 100; rescue of ATP level, % at 7.49 µM; AID 602340; actives 0.78% (n = 330,000);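 active means mean ATP rescue above about 67%, or every replicate alone reaching that limit, limit read from the data, passing the limit was not always enough; inconclusive means no clear call, values can overlap the other calls; inactive means mean under the limit and some replicate under it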;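 further: myotubes were challenged with 10 µM simvastatin during compound exposure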
ARNT TACC3 PPI: disrupts binding between human ARNT and TACC3; Q9Y6A5; AlphaScreen His-ARNT PAS-B/GST-TACC3 binding, luminescence; TACC3 fragment carries E629A point mutation; inhibition, % at 9.99 µM; actives 0.66% (n = 390,000); AID 623870;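 active means mean inhibition of replicates at least 50% and at least half of replicates each reaching 50%; inconclusive means half or more replicates reach 50% but mean below 50%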;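 further: 0% = complete ARNT plus TACC3 wells and 100% = ARNT alone without TACC3; many hits fall short of the cut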
esBAF inh: SWI/SNF esBAF complex inhibition | mouse ES cells, Bmi1-luciferase knock-in reporter, 24 h; 100% = twice the neutral-well signal | reporter increase, % at 12.5 µM | actives 2% (n = 350,000) | AID 602393; in the data active means activation above about 40%; inconclusive means no clear call, values can overlap the other calls;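 further: 0% = median of the plate's neutral control wells and 100% = double that signal; a rise in the Bmi1 reporter signal indicates esBAF inhibition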
Cneo AK release: Cryptococcus neoformans lysis via adenylate kinase release; C. neoformans lysis, adenylate kinase release luminescence, 4 h; normalised: neutral wells 0, clomiphene wells 100; lysis activity, % at 15 µM; actives 0.2% (n = 360,000); AID 651654;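 active means mean lysis activity across replicates of at least 80%, whatever share of replicates individually reach that level; inactive means mean lysis activity below 80%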
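Material: C. neoformans cells; Schedule: 4 h static compound exposure, 37 °C, read 1 h post-reagent; Measured by: adenylate kinase release luminescence; Read-out: signal increase indicating cell lysis; Controls: Clomiphene as positive lysis control.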
SIRT5 block: sirtuin-5 (human) deacylase inhibition; Q9NXA8; Purified SirT5, succinyl-peptide AMC, trypsin-coupled fluorescence; inhibition, % at 15 µM; actives 1.1% (n = 330,000); AID 652115; in the data active means inhibition above about 15%; inconclusive means no clear call, values can overlap the other calls
Target sequence (Q9NXA8 whole entry, looked up): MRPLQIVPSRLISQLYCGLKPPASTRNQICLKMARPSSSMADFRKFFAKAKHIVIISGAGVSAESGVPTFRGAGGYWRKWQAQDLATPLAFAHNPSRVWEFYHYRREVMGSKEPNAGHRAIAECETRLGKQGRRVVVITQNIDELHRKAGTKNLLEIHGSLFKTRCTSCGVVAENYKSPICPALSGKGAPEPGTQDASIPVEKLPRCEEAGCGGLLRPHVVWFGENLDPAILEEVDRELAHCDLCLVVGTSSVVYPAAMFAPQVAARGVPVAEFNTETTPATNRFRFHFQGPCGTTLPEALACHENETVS
miR-122 sensor: blocks miR-122 activity in Huh7 sensor cells; Huh7 miR-122 Renilla luciferase sensor, 48 h; neutral wells = 0, positive control = 100; activation (reporter increase), % at 12.5 µM; actives 0.3% (n = 340,000);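 active means mean replicate activation score at least 90 and every replicate individually at or above 90; inconclusive means only one of the two criteria met; inactive means neither criterion met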;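 further: higher luciferase means less miR-122 activity so hits act as miR-122 inhibitors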
ERp5 block: ERp5 (human) disulfide isomerase inhibition; AID 651711; ERp5 insulin aggregation, absorbance 650 nm, 90 min; actives 0.05% (n = 350,000); inhibition, % at 9.99 µM; Q15084;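 active means mean replicate inhibition above about 25%, with every replicate also reaching it, limit read from the data, passing the limit was not always enough; inconclusive means only one of those two criteria met; inactive means neither criterion met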
Target sequence (Q15084 whole entry, looked up): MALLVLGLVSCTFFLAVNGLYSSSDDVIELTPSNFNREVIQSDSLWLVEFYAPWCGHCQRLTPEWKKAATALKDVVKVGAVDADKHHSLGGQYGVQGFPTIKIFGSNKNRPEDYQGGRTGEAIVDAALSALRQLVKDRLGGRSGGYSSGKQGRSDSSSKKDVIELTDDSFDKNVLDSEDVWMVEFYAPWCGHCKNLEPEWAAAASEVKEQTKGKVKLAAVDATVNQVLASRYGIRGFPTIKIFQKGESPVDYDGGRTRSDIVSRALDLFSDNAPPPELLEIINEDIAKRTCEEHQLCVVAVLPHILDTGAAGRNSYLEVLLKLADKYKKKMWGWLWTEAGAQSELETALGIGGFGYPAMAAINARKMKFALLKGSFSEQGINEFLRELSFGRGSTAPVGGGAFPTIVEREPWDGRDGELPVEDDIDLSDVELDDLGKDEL
* marks the source's active call; other numbers are inactive results; u = inconclusive; x = no result given; [ ] = another dose, or the depositor's remark.

SMILES	C2C12 statin	ARNT TACC3 PPI	esBAF inh	Cneo AK release	SIRT5 block	miR-122 sensor	ERp5 block
CC(C)c1nc(-c2ccccc2)c(-c2ccccc2)[nH]1	-1.8	-2.1	-0.5	0.3	x	-7.9	x
CCCC(=O)Nc1cc(C)c(NC(=O)c2ccccn2)cn1	-17.3	-20.1	3.0	0.8	x	-9.4	x
COCCNc1nnc(SC(C)C(=O)Nc2c(C)n(C)n(-c3ccccc3)c2=O)s1 (stereo not drawn)	2.9	-9.8	-3.5	2.2	1.4	x	8.3
Cc1cc(C)c2c(c1)/C(=N/NS(=O)(=O)c1ccc(Br)cc1)CCC2	18.3	-2.4	-7.5	5.1	x	1.0	x
COc1ccc(S(=O)(=O)Nc2ccc3c(c2)C(=O)N([C@@H](C)CO)C[C@@H](C)[C@@H](CN(C)Cc2ccc4c(c2)OCO4)OCCCC[C@@H](C)O3)cc1	-130.6	-1.7	1.9	5.7	3.9	-8.1[16.7 µM]	0.3
CC1CCCC(C)N1C(=O)CN1CCN(c2nc(-c3ccc(F)cc3)cs2)CC1 (stereo not drawn)	-12.1	-13.6	7.4	-0.6	x	-3.9	x
CC(/C=C1\SC(=S)N(C(C(=O)O)c2ccccc2)C1=O)=C\c1ccccc1 (stereo not drawn)	x	9.1	x	x	9.4	x	1.9
Fc1cccc(CN2CCN(c3nc4nonc4nc3NC3CC3)CC2)c1	x	8.2	x	x	-3.7	x	0.3
C[C@@H]1CN([C@@H](C)CO)C(=O)c2ccccc2-c2ccccc2CO[C@@H]1CN(C)S(=O)(=O)c1ccccc1	-11.0	-3.5	4.1	-0.8	-15.1	x	-1.5
O=C(OCC(=O)N1CCCC1=O)C1COc2ccccc2O1 (stereo not drawn)	x	-1.6	x	x	0.1	x	-1.5
CC(C)(C)c1ccc(S(=O)(=O)N2CCN(C(=O)C3CCC3)CC2)cc1	x	-1.9	x	-0.7	-4.1	-8.2	3.3
C[C@@H]1CN([C@H](C)CO)C(=O)c2cc(-c3ccccc3F)cnc2O[C@@H]1CN(C)Cc1cccc(F)c1	20.8	-7.7	-2.6	1.6	-7.5	-2.8[16.7 µM]	13.4
O=C(O)c1cccc(Cn2cc(Br)cn2)c1	x	0.3	x	-1.1	x	1.8	x
Cn1cnnc1SCC(=O)c1cc2ccccc2oc1=O	-1.6	2.4	5.0	x	-0.2	-1.9	-3.0
NC1=NC[C@H](Cc2ccccc2)N1CCCCC1CCCCC1	-85.2	8.1	-37.3	-1.1	x	x	1.1
Cc1cc(NC(=O)c2ccc3c(c2)OCCO3)ccc1NC(=O)c1ccco1	x	x	x	x	4.8	-3.8	2.7
CC(C)NC(=O)Nc1ccc2c(c1)CC(=O)N([C@@H](C)CO)C[C@H](C)[C@H](CN(C)C(=O)Nc1cccc3ccccc13)O2	11.5	-5.7	0.2	3.3	-1.5	-5.7[16.7 µM]	-3.0
Cc1ccc(F)cc1S(=O)(=O)N[C@H]1CCN(Cc2ccc(OC(C)C)cc2)C1	x	x	x	0.8	-1.9	x	2.3
O=C(OCC#CCSc1nnc(-c2ccncc2)o1)c1sc2ccccc2c1Cl	x	15.7	x	-1.3	x	-2.2	x
Cc1cc(N2CCN(C)CC2)nc2ccc(NC(=O)c3ccc(Br)o3)cc12	x	17.9	x	0.8	x	0.1	x
CCOC(=O)/C=C1\SCC(=O)N1CC(=O)NC(C)C	x	x	x	2.5	-2.4	4.7	-2.8
COc1ccc(CNS(=O)(=O)CCNC(=O)c2ccc3c(c2)OCO3)cc1	2.9	1.9	-0.9	2.1	-2.5	x	-5.7
CCCCCn1c(CNC(=O)COC)nc2ccccc21	3.4	-0.4	-2.3	0.3	x	-5.8	x
O=C(CSc1nc2cc3ccccc3cc2[nH]1)Nc1ccc(F)cc1	-33.8	-0.3	4.0	x	x	-6.2	x
CS(=O)(=O)N(CC(=O)NCCSCc1ccccc1)c1ccc2c(c1)OCO2	x	-17.2	x	x	2.3	x	-2.5
SMILES	C2C12 statin	ARNT TACC3 PPI	esBAF inh	Cneo AK release	SIRT5 block	miR-122 sensor	ERp5 block
COCC(=O)Nc1ccc2c(c1)[C@H]1C[C@H](CC(=O)NCc3ccccc3OC)O[C@H](CO)[C@H]1O2	0.0	-0.3	-4.1	1.2	0.9	1.8[16.7 µM]	-115.6
CC(=O)c1ccc(COC(=O)c2cc3ccccc3oc2=O)cc1	-8.7	-1.2	23.5	-2.6	-2.3	-3.8	1.3
CCOC(=O)[C@@H]1CCN(Cc2ccccc2)C[C@H]1c1ccccc1	x	x	x	-0.8	-4.8	8.3	-1.1
CCN(CC)C(=O)CSc1nc(O)cc(=O)n1CC	-2.5	0.3	-8.9	1.5	x	-5.3	x
COc1ccc(NC(=S)Nc2cnc3ccccc3c2)c(OC)c1	-10.1	11.3	-5.7	x	-3.9	4.5	-12.0
Cn1c(N)c(C(=O)COC(=O)COc2ccc(Cl)cc2Cl)c(=O)n(C)c1=O	2.5	-2.8	-7.2	-0.6	-1.0	-5.5	-3.0
COc1ccc(S(=O)(=O)Nc2ccc3c(c2)C(=O)N([C@@H](C)CO)C[C@@H](C)[C@H](CN(C)S(=O)(=O)c2cccs2)OCCCC[C@@H](C)O3)cc1	34.2	8.0	7.9	0.1	16.0*	-6.7[16.7 µM]	-1.9
COc1ccc(S(=O)(=O)NC2CC2)cc1Br	56.3	8.9	-9.3	-0.4	-2.0	x	2.2
CC(C)C[C@@H](CN1C(N)=NC[C@@H]1C)NC(=O)CC12CC3CC(CC(C3)C1)C2	16.5	-5.5	3.1	-0.2	x	1.8	-0.3
COc1ccc(C(=O)Nc2nc3ccccc3[nH]2)cc1OC	x	-27.2	x	x	0.6	x	5.1
C#CC(=O)CC1(CN(Cc2ccccc2)C(=O)OC(C)(C)C)CCCCC1	-17.3	-1.8	7.3	-0.6	x	2.3	1.5
COc1ccc(NC(=O)CN(C2CCCCC2)S(C)(=O)=O)cc1Cl	-3.0	-0.4	-10.4	3.1	x	2.5	x
CCN(C[C@@H]1[C@@H](c2ccccc2)[C@H](CO)N1C(=O)C1CC1)C(=O)NC1CCCC1	-5.5	-8.3	-5.2	-0.1	32.0*	-11.8[16.7 µM]	-9.2
Cc1cc(NC(=O)COc2cccc(C)c2C)no1	-4.6	2.1	9.2	-0.4	-2.4	1.4	1.5
c1ccc2c(c1)oc1c(NCc3ccc4c(c3)OCO4)ncnc12	20.8	-6.8	5.6	1.0	x	-9.0	x
COc1ccc(C(CC(=O)O)c2cc(OC)c(OC)c(OC)c2)cc1OC (stereo not drawn)	x	-6.3	x	x	0.4	7.3	0.9
CCNC(=O)[C@@H]1[C@@H](CO)[C@@H]2Cn3c(ccc(-c4ccccc4F)c3=O)[C@@H]2N1C(C)=O	5.7	-2.3	4.2	2.7	-6.7	5.7[16.7 µM]	-5.0
CC(C)NC(=O)N(C)C[C@@H]1Oc2cc(-c3cccnc3)ccc2S(=O)(=O)N([C@H](C)CO)C[C@@H]1C	2.2	1.4	5.7	-2.5	-2.1	-0.8[16.7 µM]	0.8
O=C(C[C@H]1C=C[C@H](NC(=O)C2CCC2)[C@@H](CO)O1)NC1CCCCC1	3.6	x	3.6	-1.3	-2.2	x	-9.7
COc1ccc(CNC(=O)CC(C)CC2=NS(=O)(=O)c3ccccc3N2)cc1 (stereo not drawn)	2.3	-19.0	-7.2	0.4	1.3	-3.1	-6.8
CCOc1ccc(N(CC(=O)Nc2ccc(OC)cc2)S(C)(=O)=O)cc1	-8.5	-2.9	33.4	2.4	x	-4.1	x
Cc1ccccc1C(=O)Nc1ccnn1C1CCN(CC2CC=CCC2)CC1 (stereo not drawn)	9.3	-2.3	3.2	-2.3	-17.2	-5.7	-0.8
COc1ccc(CCNC(=O)Cn2cnc3sc(C)c(-c4ccc(F)cc4)c3c2=O)cc1OC	x	-8.3	x	4.5	0.2	x	u
C#CCOCCOCCOCCNc1nc(N2CCN(C(=O)[C@H](CCCCN)n3cc([C@@H](N)CC(N)=O)nn3)CC2)nc(N2CCN(C(=O)[C@H](CCCCN)n3cc([C@@H](N)CC(N)=O)nn3)CC2)n1	7.2	59.8*	-1.4	-1.4	-7.4	-2.6	5.2
C#CCN1C=CC(=O)[C@@H](O)[C@H]1c1ccccc1Br	10.2	1.6	-7.0	-1.8	-1.9	-5.0	3.1
SMILES	C2C12 statin	ARNT TACC3 PPI	esBAF inh	Cneo AK release	SIRT5 block	miR-122 sensor	ERp5 block
OC(c1ccc2c(c1)OCO2)c1ncc(-c2ccccc2)[nH]1 (stereo not drawn)	-1.9	x	30.9	1.8	-2.8	10.9	1.0
COc1ccc2ccc3cccc[n+]3c2c1	-8.1	1.3	-8.6	-1.9	-35.3	-12.0	-5.1
CCN(c1ccccc1)S(=O)(=O)c1ccc(NCC2COc3ccccc3O2)nc1 (stereo not drawn)	3.8	-1.6	-1.7	-0.2	x	14.9	x
O=C(N/C(=C\c1ccccc1)C(=O)N1CCOCC1)c1ccc(Br)o1	3.2	22.8	-2.3	2.1	1.1	x	0.4
O=C1N=C(N2CCOCC2)S/C1=C/c1cccs1	-1.4	-1.6	10.4	-6.2	x	11.7	x
OC[C@@H]1CN(Cc2ccco2)C[C@H](n2cnc3c(NC4CC4)ncnc32)O1	-2.5	x	-0.4	1.4	-2.3	-3.5	-3.5
CCOC(=O)c1ccc(NC(=O)c2cc(C)nc3ccccc23)cc1	-2.6	1.2	-1.5	-2.9	-0.6	-1.2	0.8
Cc1cc(NC(=O)CSc2nc3cc(Cl)ccc3c(=O)n2Cc2ccco2)no1	7.2	-3.1	2.2	0.2	-0.7	3.3	-2.7
COc1ccc(C(=O)/C=C/N(C)C)cc1OC	4.0	0.1	-0.7	0.1	x	-2.5	x
Cc1ccccc1OCC(=O)NNC(=O)c1ccc(-c2ccccc2)cc1	-12.0	14.6	-2.5	-0.8	-4.2	x	2.7
CN(CC(=O)NCCCN1CCOCC1)S(=O)(=O)c1ccc(Cl)cc1	3.8	-2.8	-1.2	0.2	-0.5	2.3	-6.0
COCC(=O)N(C)C[C@H]1Oc2cc(-c3cccc(F)c3)ccc2S(=O)(=O)N([C@@H](C)CO)C[C@H]1C	-0.4	-14.6	-1.2	1.9	1.2	-15.7[16.7 µM]	1.2
CC(=O)N1CCCc2cc(S(=O)(=O)N3CCCC(C(=O)Nc4ccc(C)cc4C)C3)ccc21 (stereo not drawn)	9.8	1.2	3.0	1.0	-0.2	-2.6	6.9
CCN(CC)C(=O)C1=C(C)N(Cc2ccc(OC)cc2)C(=O)C(CC(=O)NC2CCCC2)C1 (stereo not drawn)	9.7	x	-4.5	-1.2	3.5	2.8	-1.2
N#Cc1ccsc1NC(=O)c1cccc(-n2cnnn2)c1	-15.3	5.0	21.0	0.3	-5.0	-2.6	-1.9
CC(=O)Nc1cccc(C(=O)OCC(=O)NCc2cc(C)c(O)c(C)c2)c1	-4.3	-2.7	u	2.5	3.9	x	-1.5
O=C(C[C@H]1CC[C@@H]2[C@H](COC[C@@H](O)CN2Cc2nccs2)O1)NCc1ccccc1Cl	-3.8	3.2	-8.2	0.0	0.6	4.6[16.7 µM]	-0.2
O=S(=O)(NC1CCCCC1N1CCC(O)CC1)c1ccc(Cl)cc1 (stereo not drawn)	5.8	7.1	0.4	2.1	-1.1	x	0.5

Complete entries, quoted from the list.
OC(c1ccc2c(c1)OCO2)c1ncc(-c2ccccc2)[nH]1 (stereo not drawn) is listed with C2C12 statin = -1.9; ARNT TACC3 PPI = x; esBAF inh = 30.9; Cneo AK release = 1.8; SIRT5 block = -2.8; miR-122 sensor = 10.9; ERp5 block = 1.0
CC(=O)Nc1cccc(C(=O)OCC(=O)NCc2cc(C)c(O)c(C)c2)c1 is listed with C2C12 statin = -4.3; ARNT TACC3 PPI = -2.7; esBAF inh = u; Cneo AK release = 2.5; SIRT5 block = 3.9; miR-122 sensor = x; ERp5 block = -1.5

Compound activity as filed in PubChem BioAssay.

Compounds as they come. Share with any hit: about 4%.
